Screening data from PubChem BioAssay.
TAAR1 ag: human TAAR1 agonists, primary screen, Fluo-8 calcium fluorescence, CHO RD-HGA16 cells | activation, % at 3 µM | vehicle wells 0%, saturating PEA agonist 100% | Trace amine-associated receptor 1 (Homo sapiens), Q96RJ0 | AID 624467, 2012 | 360,000 compounds, 0.99% hits;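 active means activation above the mean activation of all test compounds in the run plus 3 SD, cut at about 38% in these data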
Target sequence (Q96RJ0 whole entry, looked up): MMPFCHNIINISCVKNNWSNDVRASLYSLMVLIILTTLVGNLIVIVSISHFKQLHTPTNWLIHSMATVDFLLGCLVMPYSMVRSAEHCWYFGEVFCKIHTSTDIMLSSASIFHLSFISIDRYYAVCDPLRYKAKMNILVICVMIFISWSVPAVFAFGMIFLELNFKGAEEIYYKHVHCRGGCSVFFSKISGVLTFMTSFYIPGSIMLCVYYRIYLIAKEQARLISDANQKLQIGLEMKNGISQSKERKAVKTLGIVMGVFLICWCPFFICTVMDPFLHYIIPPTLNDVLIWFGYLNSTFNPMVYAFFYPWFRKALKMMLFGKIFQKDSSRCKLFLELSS
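test system = CHO RD-HGA16 cells carrying human TAAR1 plus Gα16 | schedule = 17-24 h seeding, 75 min 37 °C dye, 30 min RT | compound dosing = 3 µM single concentration | control set = DMSO and PEA EC100 | replicates = n 1 | signal = Fluo-8 fluorescence, 5 s baseline then 140 s kinetic read | measure = percent activation vs PEA EC100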
TAAR1 antag: human TAAR1 antagonists, primary screen, Fluo-8 calcium fluorescence, CHO RD-HGA16 cells. antagonist. Trace amine-associated receptor 1 (Homo sapiens), Q96RJ0. 360,000 compounds, 1.5% hits. inhibition, % at 3 µM. AID 624466, 2012;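 active means inhibition above a per-plate cutoff, the mean inhibition of test compounds on that plate plus 3 SD, cut at about 49% in these data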;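 further: 0% = DMSO plus EC80 beta-PEA response and 100% = DMSO alone without agonist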
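System: RD-HGA16 CHO cells with stable hTAAR1 and Gα16 | Probe or stimulus: EC80 β-phenethylamine stimulus | Dosing: 3 µM, single point | Times: Dye loading 75 min at 37 °C, then 30 min room temperature | Measured by: Fluo-8 calcium-sensitive fluorescence | Read-out basis: % inhibition of agonist calcium response | Replicates: n of 1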
M5 ag: human M5 muscarinic receptor agonists, primary screen, CHO-K1 cells, Fluo-8 calcium fluorescence | CHO-K1 hM5 cells; 0% DMSO wells, 100% maximal acetylcholine response | 360,000 compounds, 0.19% hits | activation, % at 3 µM | Muscarinic acetylcholine receptor M5 (Homo sapiens), P08912 | AID 624037, 2012;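 active means activation above the run's mean over test compounds plus 3 SD, cut at about 23% in these data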;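 further: signal is peak over basal fluorescence ratio across the kinetic read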
M1 PAM parental: nonselective calcium activators in parental CHO-K1 cells, primary screen, counter-screen for M1 PAM project, cell-based, Fluo-8 calcium fluorescence, full deck, 1536-well; activation, % at 3 µM; ATP EC20; 0% at ATP EC20, 100% at ATP max; 360,000 compounds, 0.02% hits;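 active means activation above the run cutoff, the mean activation of all test compounds plus 3 SD, cut at about 40% in these data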;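 further: peak over basal fluorescence ratio in a 140 s read after ATP addition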
M4 PAM: human M4 muscarinic receptor positive allosteric modulators, primary screen, CHO-K1 cells, Fluo-8 calcium fluorescence. Muscarinic acetylcholine receptor M4 (Homo sapiens), P08173. CHO-K1 hM4/Gqi5, ACh EC20; 0% = ACh EC20, 100% = maximal ACh. activation, % at 3 µM. 360,000 compounds, 0.4% hits. AID 624126, 2012;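 active means activation above its plate's cutoff, the mean activation of sample wells plus 3 SD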; further: some results filed as inactive read as strong as hits
Target sequence (P08173 whole entry, looked up): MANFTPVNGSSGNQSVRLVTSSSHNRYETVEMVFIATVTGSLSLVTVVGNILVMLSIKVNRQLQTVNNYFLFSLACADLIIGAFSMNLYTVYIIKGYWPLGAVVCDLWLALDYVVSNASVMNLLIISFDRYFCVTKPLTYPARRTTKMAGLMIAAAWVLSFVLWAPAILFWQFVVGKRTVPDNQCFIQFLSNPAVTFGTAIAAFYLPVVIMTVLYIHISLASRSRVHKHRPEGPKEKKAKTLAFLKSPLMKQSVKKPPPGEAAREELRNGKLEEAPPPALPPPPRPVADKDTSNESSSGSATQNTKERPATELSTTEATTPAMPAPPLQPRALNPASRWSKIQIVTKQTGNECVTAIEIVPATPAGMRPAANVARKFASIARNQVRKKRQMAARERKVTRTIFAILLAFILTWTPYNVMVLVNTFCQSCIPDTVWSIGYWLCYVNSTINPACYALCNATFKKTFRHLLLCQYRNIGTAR
CHRM5 PAM: human M5 muscarinic receptor positive allosteric modulators, primary screen, CHO-K1 cells, Fluo-8 calcium fluorescence; Muscarinic acetylcholine receptor M5 (Homo sapiens), P08912; activation, % at 3 µM; CHO-K1 hM5, ACh EC20 PAM; 0% = ACh EC20, 100% = ACh EC100; 360,000 compounds, 0.3% hits;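 active means activation above the run cutoff, the mean activation of all test compounds plus 3 SD, cut at about 18% in these data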
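Replicates: One well per compound, no replicates | System: Human M5 receptor in CHO-K1 cells | Benchmarks: Low control EC20 acetylcholine (0%), high control EC100 acetylcholine (100%) | Probe or stimulus: Acetylcholine, EC20 level | Times: Fluo-8 loading 80 min at 37 °C plus 30 min room temperature | Signal: Intracellular calcium via Fluo-8 fluorescence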
CHRM5 antagonist: human M5 muscarinic receptor antagonists, primary screen, CHO cells, Fluo-8 calcium fluorescence. Muscarinic acetylcholine receptor M5 (Homo sapiens), P08912. CHO-hM5 cells, ACh EC80. inhibition, % at 3 µM. 360,000 compounds, 0.59% hits. AID 624040, 2012;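 active means inhibition above a per-plate cutoff, the mean of that plate's test compounds plus 3 SD, cut at about 27% in these data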;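 further: 0% = acetylcholine EC80 with DMSO and 100% = DMSO without agonist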
CRFBP-R2 block: antagonists of CRF-BP/CRF-R2 complex, primary screen, cell-based, HEK293, calcium dye fluorescence, uHTS. CRF-induced calcium fluorescence. inhibition, % at 11.8 µM. 350,000 compounds, 0.59% hits;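 active means inhibition of the ligand-induced calcium signal above about 50% at the single tested concentration, limit read from the data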
CRFR2-BP ag: agonists of CRF-BP/CRF-R2 complex, primary screen, cell-based, HEK293, calcium dye fluorescence, uHTS. CRF-binding protein / CRF receptor 2 complex (human). calcium dye fluorescence (FLIPR); percent of saturating CRF peptide response. activation, % at 13.2 µM. 350,000 compounds, 0.46% hits. AID 588473, 2011;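 active means activation of at least 50%, plus an integration ratio under a set limit after plate pattern correction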;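 further: plate controls were neutral control wells without compound for no effect and CRF at EC100 for full effect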
* hit, by the source's call; nt = no result given.

SMILES	TAAR1 ag	TAAR1 antag	M5 ag	M1 PAM parental	M4 PAM	CHRM5 PAM	CHRM5 antagonist	CRFBP-R2 block	CRFR2-BP ag
CC(=O)c1ccc(N2CCN(C(=O)Cc3ccccc3)CC2)c(F)c1	5	10	6	-2	-15	-13	14	20	1.2
O=C1N(CCCN2C(=O)C3(OCCO3)c3ccccc32)c2ccccc2C12OCCO2	6	5	4	16	-17	-5	3	-1	-0.1
CCN(CC)S(=O)(=O)c1cccc(C(=O)Nc2nncs2)c1	-1	2	-1	15	4	0	-7	11	-3.8
CC(Oc1cc(-c2ccccc2)cc2ccccc12)C(=O)N1CCOCC1 (centres undefined)	11	2	1	4	5	4	-1	-28	-0.3
CCCCNC(=O)c1c(CSc2ccc(Cl)cc2)noc1C(=O)NCc1ccccc1	7	23	1	-1	17	-1	14	8	6.2
O=C(CSc1nnc(Cc2ccccc2)o1)NC1CCCCC1	14	-17	0	16	-1	-1	-3	-28	0.4
Cc1nn(-c2cccc(C(F)(F)F)c2)c(=O)c2ccccc12	4	-10	-4	8	7	-12	21	17	-1.3
CCOC(=O)c1[nH]ncc1CN1CCCC(C(=O)c2ccc(OC)c(OC)c2)C1 (centres undefined)	-1	9	0	13	4	2	-17	-2	0.6
CC(C)Oc1cccc(C(=O)C2CCCN(C(=O)CCn3cnnn3)C2)c1 (centres undefined)	2	-13	1	-1	-5	6	2	3	-1.1
CCOc1ccc(Nc2nc3cc(S(=O)(=O)CC)ccc3o2)cc1	-1	-6	-2	24	1	1	1	2	-2.4
O=C(CC[C@H]1O[C@@H](n2cnc3c(NC(=O)c4ccccc4)ncnc32)[C@H](O)[C@@H]1O)NCC1CCCCC1	0	-11	1	18	13	3	3	nt	nt
CC(C)(C)c1ccc(S(=O)(=O)O/N=C2/CCCCC2c2ccc([N+](=O)[O-])cc2[N+](=O)[O-])cc1 (centres undefined)	15	0	-3	15	-1	11	-8	0	-0.9

A draw from above in order of length of the SMILES, smallest number first:
SMILES	TAAR1 ag	TAAR1 antag	M5 ag	M1 PAM parental	M4 PAM	CHRM5 PAM	CHRM5 antagonist	CRFBP-R2 block	CRFR2-BP ag
O=C(CSc1nnc(Cc2ccccc2)o1)NC1CCCCC1	14	-17	0	16	-1	-1	-3	-28	0.4
CCN(CC)S(=O)(=O)c1cccc(C(=O)Nc2nncs2)c1	-1	2	-1	15	4	0	-7	11	-3.8
CC(C)(C)c1ccc(S(=O)(=O)O/N=C2/CCCCC2c2ccc([N+](=O)[O-])cc2[N+](=O)[O-])cc1 (centres undefined)	15	0	-3	15	-1	11	-8	0	-0.9

(continued)
SMILES	TAAR1 ag	TAAR1 antag	M5 ag	M1 PAM parental	M4 PAM	CHRM5 PAM	CHRM5 antagonist	CRFBP-R2 block	CRFR2-BP ag
Cc1ccc(-c2cc(C(=O)OCC(=O)N(C)C3CCS(=O)(=O)C3)c3ccccc3n2)c(C)c1 (centres undefined)	8	-1	16	-2	-17	-14	12	-11	-1.8
CCc1ccc(C2C(=O)c3ccccc3C2=O)cc1	1	-46	-4	10	-4	-1	0	-10	-0.3
O=C1CSC(=S)N1Nc1ccccc1	2	-8	26*	16	-2	-10	13	-8	0.2
O=[N+]([O-])c1ccc(C(O)C(CO)NC(=S)Nc2ccccc2)cc1 (centres undefined)	3	-25	1	-9	17	8	-9	8	1.3
CC1(C)CC(NNCCC#N)=CC(=[N+]2CCCC2)C1	2	2	-1	22	-4	-3	-5	-3	-0.1
CN1CCN(C2=NCCO2)CC1	1	0	-4	-4	7	2	4	0	1.3
O=C(COc1ccccc1)NCCSCc1ccco1	2	10	1	-4	8	9	-6	0	0.1
Cc1nc2cc(C(=O)NCc3ccc4c(c3)OCO4)ccc2n1-c1ccc(Br)cc1	10	-19	-2	-12	-7	-6	7	65*	-2.6
CCc1nnc(NC(=O)CSc2nc(C)c3c(c2C#N)CCCC3)s1	nt	nt	4	14	-5	-8	3	-45	0.1
CCNC(=O)/C(=C/c1cccc([N+](=O)[O-])c1)NC(=O)c1ccc(C)cc1	3	-4	-3	26	0	-2	-5	-9	-0.3
COC(=O)c1cc(NC(=O)Cc2ccccc2[N+](=O)[O-])ccc1Cl	1	14	2	0	-13	-4	4	-2	-0.3
COCCCNC(=O)/C=C/c1ccc(Cl)cc1	20	-9	2	10	7	5	-3	-5	-0.5

Another view of 4 compounds above.
| SMILES | TAAR1 ag | TAAR1 antag | M5 ag | M1 PAM parental | M4 PAM | CHRM5 PAM | CHRM5 antagonist | CRFBP-R2 block | CRFR2-BP ag |
| --- | --- | --- | --- | --- | --- | --- | --- | --- | --- |
| O=C(COc1ccccc1)NCCSCc1ccco1 | 2 | 10 | 1 | -4 | 8 | 9 | -6 | 0 | 0.1 |
| Cc1nc2cc(C(=O)NCc3ccc4c(c3)OCO4)ccc2n1-c1ccc(Br)cc1 | 10 | -19 | -2 | -12 | -7 | -6 | 7 | 65* | -2.6 |
| CCc1nnc(NC(=O)CSc2nc(C)c3c(c2C#N)CCCC3)s1 | nt | nt | 4 | 14 | -5 | -8 | 3 | -45 | 0.1 |
| CCNC(=O)/C(=C/c1cccc([N+](=O)[O-])c1)NC(=O)c1ccc(C)cc1 | 3 | -4 | -3 | 26 | 0 | -2 | -5 | -9 | -0.3 |

(further entries)
SMILES	TAAR1 ag	TAAR1 antag	M5 ag	M1 PAM parental	M4 PAM	CHRM5 PAM	CHRM5 antagonist	CRFBP-R2 block	CRFR2-BP ag
O=c1cc(-c2ccccc2)nc2nc[nH]n12	1	2	-5	0	-1	-3	-5	11	0.2
Cn1c(CCNS(=O)(=O)c2ccc(F)cc2)nnc1SCc1cccnc1	-2	0	-3	5	9	7	5	-4	-0.7
C/C=C/c1ccc(OCCCNCC(C)O)c(OC)c1 (centres undefined)	-2	-21	-4	-1	8	-4	-2	28	-2.2
COC(=O)c1sc(S(=O)(=O)Nc2ccc3cn[nH]c3c2)c(C(=O)OC)c1C	1	10	-5	-7	0	-11	-2	-3	-0.5
CC(=O)n1cc([C@@H]2C=C(C(=O)N3CCN(C)CC3)O[C@H](OCc3ccc(CO)cc3)C2)c2ccccc21	11	14	-2	12	20	-5	14	-8	0.7
Cc1cc(=O)oc2c3c(cc(OCC(=O)NCCN4CCOCC4)c12)OC(C)(C)CC3	1	1	3	4	-3	4	4	1	0.5
COc1ccc(-c2nnc(SCc3cc(C)cc(C)c3)o2)cc1	0	4	-2	-1	-8	-5	3	6	1.1
O=C(O)c1cc([N+](=O)[O-])ccc1-c1ccc([N+](=O)[O-])cc1C(=O)O	2	-22	7	-5	-4	-9	6	-20	-2.0
CCc1cc(Cn2nc(-c3ccccc3)cc2C(=O)NCc2ccccc2OC)on1	11	34	-2	7	-3	-12	7	2	3.2
CCn1c(-c2ccccc2)csc1=Nc1ccc(O)cc1	3	29	-7	12	2	-9	14	40	-1.7
COc1ccc(NC(=O)C2CCCN2C(=O)NCc2ccccc2)c(OC)c1 (centres undefined)	5	4	-1	23	9	3	-7	4	-1.4
Cc1ccc(CNC(=O)COC(=O)c2nc(-c3ccccc3)oc2C)cc1	5	-17	-5	9	12	8	-9	5	-0.7
CN(CC(=O)NC1CCN(Cc2ccccc2)CC1)S(=O)(=O)c1ccc(Cl)cc1	-1	15	-8	-5	-2	-6	7	-13	-0.5
CN(C)S(=O)(=O)c1cccc(NC(=O)COC(=O)c2cccnc2Cl)c1	5	-19	8	7	1	8	1	-2	-1.0
O=S(=O)(NNc1cccc(Cl)n1)c1ccc(Cl)cc1	2	0	-4	-2	5	1	5	13	-0.6
Cn1c(N)c(C(=O)CSc2nnc(Cc3cccs3)n2C2CC2)c(=O)n(C)c1=O	2	-3	2	-9	4	-1	-4	-3	-0.1
O=[N+]([O-])c1ccc(COc2ccc(CN3CCCC3)cc2)cc1	2	2	-3	12	-12	-9	4	4	9.4
COc1ccc(-c2cc(C(=O)OCc3ccccn3)c3ccccc3n2)cc1	1	24	-2	-2	1	-4	-1	2	1.6
CC(Oc1ccc2ccc(=O)oc2c1)C(=O)NCC1CCC(C(=O)O)CC1 (centres undefined)	3	9	2	13	4	2	-2	0	-0.5
CCN(CC)CC(=O)N1N=C(c2cccs2)CC1c1ccco1 (centres undefined)	11	-12	-8	-6	-7	-11	-1	-3	-2.4
C/C(CC1CC(C)OC1=O)=N\NC(N)=S (centres undefined)	11	-21	-3	16	2	-5	10	8	0.6
COc1ccc(-n2nc([N+](=O)[O-])c(=NCCc3ccc(C)cc3)n2O)cc1	1	-16	-5	19	-2	-4	-1	-3	-0.4
CCOC(=O)c1oc2ccccc2c1NC(=O)c1ccc(S(=O)(=O)N(C)C)cc1	8	22	6	19	4	5	-4	-26	2.3
CC(NC(=O)CCc1nnc(-c2ccc(-c3ccccc3)cc2)o1)c1nccs1 (centres undefined)	9	-1	4	21	-7	-9	-1	-7	-0.6
COc1ccc(CCNC(=O)c2cc(=O)c3cc(C)ccc3o2)cc1	12	28	1	17	-2	-5	9	-8	0.4
Cc1ccc(NS(=O)(=O)c2ccc(C(=O)NCc3ccc(S(N)(=O)=O)cc3)cc2)cc1	1	9	3	15	0	5	1	-6	-0.4
O=C(CCCn1c(=S)[nH]c2ccccc2c1=O)NC1CCCCC1	16	-10	3	18	14	5	-7	-40	-3.5
CNc1nc(NC)nc(NNC(=O)c2ccccc2)n1	2	-6	-3	-2	2	1	11	51*	-1.9
O=C(Nc1ccc2c(c1)C(N1CCOCC1)c1ccccc1-2)C(F)(F)F (centres undefined)	3	1	-4	14	7	6	0	0	-1.7

Only CHRM5 antagonist, for some of the entries so far:
SMILES | CHRM5 antagonist
COc1ccc(CCNC(=O)c2cc(=O)c3cc(C)ccc3o2)cc1 | 9
Cc1ccc(NS(=O)(=O)c2ccc(C(=O)NCc3ccc(S(N)(=O)=O)cc3)cc2)cc1 | 1
O=C(CCCn1c(=S)[nH]c2ccccc2c1=O)NC1CCCCC1 | -7
